HCMV inh: blocks human cytomegalovirus replication | AID 1259415 | HFF cells, HCMV-luciferase reporter, 72 h; stronger effect = lower value | activity change, negative = inhibition, % at 57.5 µM | hit rate 4.5% among 410,000; in the data active = activity change below about -60%; inconclusive = no clear call, values can overlap the other calls; inactive = above about -39%
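Luciferase read-out from HCMV-luciferase-infected HFFs (MOI 1 PFU/cell) 72 h post infection at 37C; compounds added after 16 h cell attachment; activity normalized between buffer-only basal and Salinomycin (10uM) inhibitor controls.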
AmpC detergent: inhibitors of E. coli AmpC beta-lactamase with detergent. Potency, µM (titrated, usually from 114 µM), for inactives: top-dose activity change, negative = inhibition, usual class: inhibitors. AmpC hydrolysis of nitrocefin, absorbance 480 nm, 0.01% Triton. AID 485294. hit rate 0.041% among 370,000;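 also: potency is read from the fitted curve at half-maximal effect; 0% = no-compound wells and -100% = no-enzyme wells; nearly all actives have a fitted effect of over 25% in size; some results filed as inactive show a strong effect at the top dose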
Target sequence (P00811 whole entry, looked up): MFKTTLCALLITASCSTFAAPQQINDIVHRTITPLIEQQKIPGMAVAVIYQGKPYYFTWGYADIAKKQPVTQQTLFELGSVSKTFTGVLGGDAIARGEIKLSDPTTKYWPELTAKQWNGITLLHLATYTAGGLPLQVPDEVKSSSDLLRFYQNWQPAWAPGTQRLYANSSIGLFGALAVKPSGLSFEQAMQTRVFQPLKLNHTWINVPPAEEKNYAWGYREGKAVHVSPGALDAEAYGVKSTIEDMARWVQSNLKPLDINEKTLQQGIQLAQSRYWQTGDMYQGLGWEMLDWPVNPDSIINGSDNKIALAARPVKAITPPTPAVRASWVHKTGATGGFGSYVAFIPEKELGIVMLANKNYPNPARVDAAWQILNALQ
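20 mM phosphate pH 7.0 + 0.01% (detergent screen) or 0.0001% Triton X-100; 5.3 nM AmpC reagent; cpd preinc 15 min RT; nitrocefin (800 uM stock) to start; A480 q20 s × 4 min; Activity was normalised to no-enzyme and no-compound control wells.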
AMA1-RON2 inh: AMA1-RON2 (P. falciparum) interaction inhibition | AlphaScreen AMA1-biotinylated RON2 peptide binding | Potency, µM (top dose mostly 58.2 µM), for the others: at the highest dose activity change, negative = inhibition, most hits filed as inhibitors | hit rate 0.2% among 360,000 | AID 720542;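 also: potency is read from the fitted curve at half-maximal effect; 0% = vehicle wells and -100% = peptide control; nearly all actives have a fitted effect of over 45% in size; some results filed as inactive show a strong effect at the top dose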
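AMA1 (3D7) with his tag at 25 nM final met compounds first, then biotinylated RON2 peptide at 25 nM; detection used donor plus acceptor beads, 10 µg/mL apiece, read by AlphaScreen after 30 min at room temperature.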
HCV inh: blocks hepatitis C virus | Huh7.5.1 HCVcc-Cre infection, luciferase reporter, 44 h | Potency, µM (doses to about 41.8 µM), for the others: top-dose activity change, negative = inhibition, most hits filed as inhibitors | hit rate 3.4% among 340,000; also: potency is read from the fitted curve at half-maximal effect
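Infectious HCVcc-Cre (~0.5 moi) was added to cells just after compound, with cells seeded 4 h earlier at 1,000 per well. Luciferase activity after 44 h culture reported infection; substrate was incubated 15 min at room temperature before reading.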
Sm TGR inh: S. mansoni TGR enzyme inhibition; purified TGR, DTNB reduction, TNB absorbance 405 nm; Potency, µM (top dose mostly 114 µM), inactives show top-dose activity change, negative = inhibition, hits mostly inhibitors; Q962Y6; hit rate 3% among 360,000; also: potency is read from the fitted curve at half-maximal effect; nearly all actives have a fitted effect of over 60% in size
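TGR 20 nM + NADPH 100 uM (dispensed conc.), cpd preinc 15 min RT; start with NADPH (500 uM addition) then DTNB (15 mM addition). Kinetic TNB absorbance, 405 nm filter. Four-parameter Hill fit across titration.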
FBPA Giardia inh: blocks Giardia fructose-bisphosphate aldolase activity | hit rate 0.71% among 290,000 | A8B2U2 | Potency, µM (doses to about 59.6 µM), without a hit: at the highest dose activity, negative = inhibition, most hits filed as inhibitors | purified Giardia FBPA; also: potency is read from the fitted curve at half-maximal effect; nearly all actives have a fitted effect of over 55% in size
Target sequence (A8B2U2 whole entry, looked up): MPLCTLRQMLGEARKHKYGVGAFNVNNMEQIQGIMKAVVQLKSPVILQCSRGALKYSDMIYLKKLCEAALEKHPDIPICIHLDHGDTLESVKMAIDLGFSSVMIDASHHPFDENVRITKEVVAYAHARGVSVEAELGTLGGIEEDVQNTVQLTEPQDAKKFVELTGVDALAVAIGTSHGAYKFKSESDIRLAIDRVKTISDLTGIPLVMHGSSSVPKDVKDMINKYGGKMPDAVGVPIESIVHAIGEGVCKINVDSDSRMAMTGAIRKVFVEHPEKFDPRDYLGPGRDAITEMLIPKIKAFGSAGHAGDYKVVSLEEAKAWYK
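40 nM FBPA preincubated 10 min at RT with compound (up to 57.5 uM final), then substrate plus GAPDH/TPI/NAD/arsenate coupling and diaphorase/resazurin added. Fluorescence read after 20 min at RT, 525/598 nm.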
* marks the source's active call; other numbers are inactive results; ? = inconclusive; . = not tested or not shown; & = joins results of further samples; [ ] = dose if it differs, or a comment. Unless noted, calls follow the shape of the dose curve; as a rule, active = well fitted curve in the direction sought with a large enough effect; inconclusive = small, poorly fitted or top-dose-only effect, or another doubt; inactive = no such curve, though single readings can be large; an effect the other way counts as inactive or inconclusive. Unless noted, % is scaled to controls: 0 for no effect and ±100 for the full control effect.

SMILES	HCMV inh	AmpC detergent	AMA1-RON2 inh	HCV inh	Sm TGR inh	FBPA Giardia inh
Cc1ccc(C)c(OCC(=O)Nc2ccc3c(c2)OCO3)c1	3	-1%	2%	?	-4%	9%
CCOc1ccccc1C1CC(=O)NC(C)=C1C(=O)OC1CCCCCC1 (stereo unspecified)	-33	8%	.	.	-4%	.
COc1ccc(-c2nn(CCC#N)cc2C=C(C#N)C#N)cc1	2	-1%	10%	6%	25µM*	?
O=C(Nc1ccc(Cl)c(Cl)c1)Nc1ccc(N2CCCC2)c(S(=O)(=O)Nc2ccccc2Cl)c1	-99*	-12%	-2%	?	-1%	-1%
COc1ccc(/C=C/c2nc3ccccc3n2C)cc1	-85*	-1%	0%	?	?	?
COc1ccc(C(=O)NCC(=O)N2CC=C(c3ccccc3)CC2)cc1OC	2	2%	-12%	?	0%	.
CC(C)(C)NC(=O)CSc1nnc(NC(=O)CCn2cnc3ccccc3c2=O)s1	9	?	4%	?	-7%	5%
COC(=O)c1cc(NC(=O)Nc2ccccc2OC)cc(C(=O)OC)c1	-15	-1%	20%	-23%	-23%	-2%
COc1ccc(CNC(=O)CN(C(=O)CCC(=O)Nc2ccccn2)c2cccc(C)c2)cc1	-14	-9%	16%	-7%	1%	2%
CS(=O)(=O)N1c2ccccc2[C@]2([C@@]34C[C@H]5C(=O)N[C@@H](Cc6ccccc6)C(=O)N5[C@@H]3N(S(C)(=O)=O)c3ccccc34)C[C@H]3C(=O)N[C@@H](Cc4ccccc4)C(=O)N3[C@H]12	33	.	0%	-27%	.	.
COCCN(Cc1ccccc1)C(=S)Nc1ccc(Cl)cc1	-8	2%	27%	-23%	4%	-9%
O=C1C=C(O)c2[nH]c(=O)ccc2C1=O	-1	.	-6%	24%	.	.
Cc1ccc2c(=O)cc(C(=O)NCCc3ccc(S(N)(=O)=O)cc3)oc2c1C	2	-14%	12%	-10%	-2%	2%
CC(C)(C)[C@H]1C=C(C(=O)NC2CC2)O[C@@H](OCc2ccc(CO)cc2)C1	2	-6%	6%	2%	6%	-8%
COc1ccc(/C=C2\C(=O)NC(=O)N(Cc3ccccc3)C2=O)c(OC)c1OC	45	-3%	-11%	15%	-29%	-20%
COc1ccc(NC(=O)C2C3C=CC(C3)C2C(=O)NCc2ccccn2)c(OC)c1 (stereo unspecified)	14	-9%	88%[activator]	12%	-2%	-10%
CC(=O)Nc1cccc(N2C(=O)CC(Cc3ccccc3)C2=O)c1 (stereo unspecified)	?	-11%	9%	21%	-20%	3%
CCOc1ccc(S(=O)(=O)N2CCN(C(=O)c3ccc(C)c(S(=O)(=O)N4CCOCC4)c3)CC2)cc1	-61*	.	7%[11.6 µM]	?	.	.
CC(=O)Nc1ccc2c(c1)N(C(C)=O)c1ccccc1CC2	3	0%	-10%	4%	5%	-12%
C/C(=N/O)c1ccc(N2C(=O)C3C4C=CC(C3C2=O)C2C3C(=O)N(c5ccc(/C(C)=N/O)cc5)C(=O)C3C42)cc1 (stereo unspecified)	22	-1%	.	.	2%	-1%
Cc1c(CN2CCC(n3nccc3NC(=O)CCc3ccccc3)CC2)cnn1C	-21	3%	-6%	-10%	-2%	-3%
CCN(CC)C(=O)c1ccc(COc2ccccc2Cl)o1	-31	-3%	-2%	-22%	-16%	4%
CCOc1ccc(OCC)c(S(=O)(=O)NCc2ccc3c(c2)OCO3)c1	32	?	-6%	-21%	-1%	-1%
COc1ccc(NC(=O)C2CCCN2S(=O)(=O)c2ccc3nc(-c4ccccc4)[nH]c3c2)cc1 (stereo unspecified)	18	22%	.	.	10%	.
CC(C)n1nnnc1SCC(=O)Nc1ccccc1F	1	?	-10%	-9%	1%	4%
CN1N=C(C(=O)Nc2ccc3c(c2)CCC3)CCC1=O	10	1%	-10%	-19%	-1%	5%
O=C(NCCCN1CCOCC1)c1cccc(S(=O)(=O)Nc2cc(Cl)ccc2Cl)c1	20	1%	-12%	20%	2%	20%
N#CCSc1nccc(/C=C/c2ccccc2)n1	-37	1%	9%	?	1%	-6%
CCc1cccc(NC(=O)Nc2csc3c2CCCC3)c1	6	18%	.	.	6%	.
CCc1ccc2occ(CC(=O)Nc3c(C(=O)c4ccc(C)cc4)oc4ccccc34)c2c1	6	1%	.	.	-6%	.

Arranged by formula weight (rising): some entries from above
SMILES	HCMV inh	AmpC detergent	AMA1-RON2 inh	HCV inh	Sm TGR inh	FBPA Giardia inh
N#CCSc1nccc(/C=C/c2ccccc2)n1	-37	1%	9%	?	1%	-6%
CC(C)n1nnnc1SCC(=O)Nc1ccccc1F	1	?	-10%	-9%	1%	4%
Cc1c(CN2CCC(n3nccc3NC(=O)CCc3ccccc3)CC2)cnn1C	-21	3%	-6%	-10%	-2%	-3%
CCc1ccc2occ(CC(=O)Nc3c(C(=O)c4ccc(C)cc4)oc4ccccc34)c2c1	6	1%	.	.	-6%	.
O=C(NCCCN1CCOCC1)c1cccc(S(=O)(=O)Nc2cc(Cl)ccc2Cl)c1	20	1%	-12%	20%	2%	20%

Next section.
SMILES	HCMV inh	AmpC detergent	AMA1-RON2 inh	HCV inh	Sm TGR inh	FBPA Giardia inh
Cc1ccnc(NS(=O)(=O)c2ccc(NC(=O)Cc3ccc(Cl)cc3)cc2)n1	13	1%	-12%	1%	-9%	1%
COC(=O)c1c(NC(=O)COc2c(C)ccc(C)c2C)sc2c1CCC(C)C2 (stereo unspecified)	16	-3%	.	.	2%	.
Cc1ccc(C)c(N(C(=O)c2csnn2)C(C(=O)NC2CCCC2)c2cccnc2)c1 (stereo unspecified)	-35	-14%	-13%	1%	-4%	-9%
CC(C)CC1Nc2ncnc(N3CCN(c4ccccn4)CC3)c2N(Cc2ccc(Cl)cc2)C1=O (stereo unspecified)	14&-17	.	-2%&-4%	?	.	.
COc1cc(C(=O)N(C)CCOc2ccccc2)ccc1OCC(=O)Nc1cccc(C(F)(F)F)c1	-69*	-6%	43%[activator]	2.8µM*	-2%	.
Cc1cc(C)n2ncc(C(=O)Nc3ccc4c(c3)OCO4)c2n1	-16	-2%	-1%	8%	6%	4%
COC(=O)c1cc(S(=O)(=O)N2CCN(C(=O)c3ccco3)CC2)cn1C	-7	-4%	-6%	4%	1%	.
COc1ccc2c(c1)cc1c(=O)n(CC(=O)NCCCOC(C)C)nc(C)n12	25&5	-11%&-7%	8%	-6%	-5%&23%	3%
Cc1ccc2c(c1)NC(=O)C(N1CCOCC1)(C(F)(F)F)O2 (stereo unspecified)	-12	2%	25%	-9%	-30%	-1%
Cc1cc(C)c(S(=O)(=O)NCc2cccs2)cc1C	?	2%	8%	17%	0%	-10%
O=P(O)(O)COc1ccccc1O	9	2%	10%	13%	6%	16%
CN(C(=O)CSc1n[nH]c(N)n1)C1CCCCC1	-28	.	-1%	17%	.	.
CC(C)(C)c1ccc(-c2noc(CNC(=O)c3ccco3)n2)cc1	-23	4%	-9%	-25%	5%	-10%
Cc1cccc(CSc2nc(N)c(C#N)c(-c3cccs3)c2C#N)c1	-35	?	5%	11µM*	0%	-5%
COc1ccc(-c2ccc3oc(-c4ccc(OC)cc4)c(-c4ccc(OC)cc4)c3c2)cc1	-8	.	-1%	11%	.	.
COc1ccccc1N1CCN(C(=O)c2c3c(nc4ccccc24)C(=O)N(C2CCCCC2)C3)CC1	32	16%	.	.	5%	.
CNC(=S)N/N=C/c1ccc(N(C)C)cc1	15	-6%	37%[activator]	10%	-13%	2%
O=S(=O)(Cc1nnnn1-c1ccccc1)c1ccc(F)cc1	5	8%	-4%	10%	-1%	.
CCCCn1c(SCC(=O)NCc2ccco2)nc2cc(S(N)(=O)=O)ccc21	-25	-3%	-4%	-22%	50µM*	-13%
Cc1cccc(OCC(=O)Nc2nnc(S(=O)(=O)N3CCC(C)CC3)s2)c1	-36	?	-1%	9%	-2%	-27%
CCC(=O)N1CCN(c2ccccc2NC(=O)COc2cc(C)ccc2C(C)C)CC1	62	-3%	-12%	10µM*	-1%	0%
COc1ccc(C(C#N)CCC2OCCO2)cc1OC (stereo unspecified)	15	-2%	1%	0%	1%	.
Cc1ccsc1C(=O)N/N=C/C=C/c1ccccc1[N+](=O)[O-]	-25	-8%	122%[activator]	?	2%	-1%
CS(=O)(=O)c1cccc(C(=O)NCc2ccc(F)cc2)c1	-9	0%	4%	-21%	-19%	1%
CCOC(=O)C1=C(C)NC(=O)C1CC(=O)O (stereo unspecified)	-24	1%	-8%[2.32 µM]	2%	-2%	20%
COc1ccccc1CNC(=O)COC(=O)c1cc2ccccc2o1	13	.	9%	36%[activator]	.	.
C=CCn1c(CNC(=O)c2cccs2)nnc1SCC(=O)c1ccc(Br)cc1	19	-6%	-8%	-26%	?	0%
COC(=O)/C=C1/SC(=NC(=O)c2ccc(Cl)cc2)NC1=O	0	.	-3%	0%	.	.
COc1cc(C(C(=O)NC(C)(C)C)N(C(=O)CNC(=O)c2cccs2)c2ccccc2)cc(OC)c1OC (stereo unspecified)	-17	1%	1%	11%	-1%	-4%
CCC(C)NS(=O)(=O)c1ccc(OCC(=O)NCC2CCCO2)cc1 (stereo unspecified)	8	-11%	9%	5%	-2%	0%
Cc1sc(NC(=O)CCS(=O)(=O)c2ccccc2)c(C#N)c1C	-19	?	-2%	18%	-2%	.
O=Cc1c(N2CCC3(CC2)OCCO3)nc2ccccn2c1=O	5	-4%	-1%	7%	5%	-5%
O=C(NCCCNC(=O)c1ccco1)c1ccc(Cl)cc1	-31	-2%	-2%	5%	-10%	14%
COc1cc(/C=N/Nc2snc(SC)c2C#N)cc(OC)c1OC	-86*	1%	9%	?	8%	0%
COc1ccc(C(=O)N2c3ccc(F)cc3CCC2C)cc1OC (stereo unspecified)	40	-1%	-12%	-20%	-5%	-2%
CC(=O)c1c(C)[nH]c(C(=O)OC(C)C(=O)Nc2ccc(C)c(S(=O)(=O)N3CCOCC3)c2)c1C (stereo unspecified)	-13	?	0%	-7%	-10%	.
CCc1cc(=O)oc2cc(C)cc(OC(C)C(=O)NCCN3CCOCC3)c12 (stereo unspecified)	86	5%	-7%	-4%	-11%	.
COc1ccc(-c2c3c(=O)n(C)c(=O)n(C)c3cn2-c2cc(OC)ccc2OC)cc1	-23	-3%	3%	?	5%	-2%
CC(CC(=O)N1CCN(S(=O)(=O)c2ccc(Cl)cc2)CC1)n1cncn1 (stereo unspecified)	-10	-6%	10%	-1%	-4%	1%
Cc1cc(-c2c(C)[nH]n(-c3ccccc3)c2=O)n(-c2ccccc2)n1	4	-13%	-3%	-11%	12%	17%
Cc1ccc(Cl)cc1Nc1nn2c(=O)c3ccc(C(=O)NC4CCC(C)CC4)cc3nc2s1 (stereo unspecified)	8	0%	.	.	7%	.
CCOCCCN(C(=O)CNC(=O)c1ccco1)C(C(=O)NC1CCCC1)c1cccc(OC)c1 (stereo unspecified)	-16	-2%	11%	5%	0%	-9%
CCOC(=O)c1sc2ccccc2c1S(=O)(=O)Nc1ccc(N(C)C)cc1	-20	22%	.	.	6%	.
CCn1c(COc2cccc(C)c2)nnc1SCC(=O)N1CCCC1	18	?	-9%	-2%	-2%	5%

Screens deposited in PubChem by National Center for Advancing Translational Sciences (NCATS).
